ADAM10 inh = inhibitors of human ADAM10. O14672. recombinant ADAM10, EDANS/DABCYL FRET peptide cleavage, 3 h. inhibition, % at 7 µM. hit rate 0.62% among 370,000. AID 720582;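 active = inhibition above a per-campaign cutoff equal to the mean of compounds falling between control-based bounds plus 3 SD, cut at about 20% in these data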;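 note: 0% = DMSO wells while the 100% control is not disclosed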
PLCg1 inh = blocks human PLC-gamma1 enzyme activity; inhibition, % at 12.2 µM; purified PLC-gamma1, fluorogenic substrate, fluorescence; hit rate 0.84% among 370,000; P19174; in the data active = inhibition above about 9.5%
Target sequence (P19174 whole entry, looked up): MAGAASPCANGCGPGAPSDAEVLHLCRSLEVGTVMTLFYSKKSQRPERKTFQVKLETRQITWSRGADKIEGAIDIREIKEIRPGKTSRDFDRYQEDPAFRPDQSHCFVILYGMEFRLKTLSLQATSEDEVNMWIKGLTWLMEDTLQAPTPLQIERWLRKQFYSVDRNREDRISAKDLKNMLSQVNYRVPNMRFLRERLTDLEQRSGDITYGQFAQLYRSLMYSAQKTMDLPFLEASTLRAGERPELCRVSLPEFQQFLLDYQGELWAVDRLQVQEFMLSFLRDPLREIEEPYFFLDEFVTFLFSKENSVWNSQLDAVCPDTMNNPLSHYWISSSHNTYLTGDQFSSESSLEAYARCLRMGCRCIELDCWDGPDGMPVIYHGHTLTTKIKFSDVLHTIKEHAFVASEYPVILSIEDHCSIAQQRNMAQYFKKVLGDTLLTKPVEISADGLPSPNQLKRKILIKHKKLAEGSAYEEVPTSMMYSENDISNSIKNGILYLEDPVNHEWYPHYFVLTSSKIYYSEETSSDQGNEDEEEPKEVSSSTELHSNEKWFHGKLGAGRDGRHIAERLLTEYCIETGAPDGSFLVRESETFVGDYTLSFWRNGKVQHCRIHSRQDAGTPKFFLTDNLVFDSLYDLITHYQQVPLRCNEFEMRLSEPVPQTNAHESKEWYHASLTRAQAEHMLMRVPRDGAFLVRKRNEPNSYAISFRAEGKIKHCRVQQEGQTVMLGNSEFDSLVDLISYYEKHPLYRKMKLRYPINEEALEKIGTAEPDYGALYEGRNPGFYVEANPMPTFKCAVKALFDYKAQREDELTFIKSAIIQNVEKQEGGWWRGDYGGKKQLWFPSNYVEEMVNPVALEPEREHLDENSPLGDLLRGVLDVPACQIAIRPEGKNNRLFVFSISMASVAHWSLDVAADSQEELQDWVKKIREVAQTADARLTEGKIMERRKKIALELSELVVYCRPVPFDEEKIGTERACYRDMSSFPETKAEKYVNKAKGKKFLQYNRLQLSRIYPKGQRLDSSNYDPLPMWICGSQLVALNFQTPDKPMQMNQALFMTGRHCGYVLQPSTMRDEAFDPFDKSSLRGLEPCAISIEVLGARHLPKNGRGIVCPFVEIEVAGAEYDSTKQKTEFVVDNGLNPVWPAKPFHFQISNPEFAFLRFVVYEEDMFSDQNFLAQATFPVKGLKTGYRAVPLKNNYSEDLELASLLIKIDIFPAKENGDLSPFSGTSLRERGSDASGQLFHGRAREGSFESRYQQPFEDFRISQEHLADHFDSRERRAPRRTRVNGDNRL
FXN GAA850 act = activators of GAA850 frataxin (FXN) promoter; activation, % at 6 µM; HEK293 lucGAA850 FXN promoter luciferase reporter, 24 h; percent of 10 µM SAHA response; hit rate 0.56% among 360,000;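 active = activation above the average of all compounds screened plus 3 SD, cutoff fixed separately per campaign, cut at about 7.5% in these data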;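 note: 0% = DMSO wells and 100% = 10 µM SAHA wells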
ADAM17 inh = inhibitors of human ADAM17; recombinant ADAM17, EDANS/DABCYL FRET peptide cleavage; inhibition, % at 6.95 µM; P78536; hit rate 0.83% among 370,000;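 active = inhibition above the mean of compounds lying between control limits plus 3 SD, set per campaign, cut at about 8.5% in these data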;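 note: 0% = DMSO-only wells as the low control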
hcDAF-12 act = H. contortus DAF-12 activation, primary screen; HEK293 hcDAF-12 lit1-tk-luc reporter, luminescence; 0% DMSO, 100% Δ7-dafachronic acid; activation, % at 6.8 µM; hit rate 1.4% among 370,000; AID 652067;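 active = activation above the mean of all tested compounds plus 3 SD, cut at about 5.5% in these data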;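 note: 100% = response to 3 µM Δ7-dafachronic acid high control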
hgDAF12 agonist = activates the H. glycines DAF-12 receptor ligand-binding domain; HEK293 GAL4-hgDAF12 UAS-luciferase reporter, agonist luminescence; normalized to butyrate control; activation, % at 6.8 µM; hit rate 1.8% among 370,000;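 active = activation above a cutoff set at the mean of all screened compounds plus 3 SD, cut at about 10% in these data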;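 note: 0% = DMSO wells and 100% = sodium butyrate wells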
ssDAF-12 act = activates DAF-12 receptor from parasite S. stercoralis; HEK293 ssDAF-12/GRIP1 lit1-tk-luc reporter, luminescence; % of 3 µM dafachronic acid response; AID 652126; activation, % at 6.8 µM; hit rate 1% among 370,000;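 active = activation above the mean over all tested compounds plus 3 SD, cut at about 0.9% in these data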;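 note: 0% = DMSO-only wells and 100% = 3 µM delta7-dafachronic acid wells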
PLC-beta3 inh = blocks human PLC-beta3 enzyme activity | Q01970 | Purified PLC-beta3, fluorogenic substrate, fluorescence | inhibition, % at 12.2 µM | hit rate 0.18% among 370,000; in the data active = inhibition above about 11%;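 note: 0% = median of compound wells on plate and 100% = full blocker control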
DAX1 inh-1 = inhibitors of DAX1 repression of SF-1 activated StAR promoter | inhibition, % at 6.8 µM | hit rate 1.1% among 370,000 | HEK293T StAR-luciferase reporter, SF-1/DAX-1 repression relief | AID 652010;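 active = inhibition above the mean over all tested compounds plus 3 SD, cut at about 3.6% in these data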;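 note: 0% = DAX-1 cells with DMSO and 100% = cells lacking DAX-1 with DMSO; higher inhibition means more luminescence from relief of DAX-1 repression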
DAX1 inh-2 = inhibitors of human orphan nuclear receptor DAX1 (NR0B1) | P51843 | HEK293 Gal4-DAX1 luciferase reporter, luminescence | inhibition, % at 6.75 µM | hit rate 0.99% among 340,000 | AID 504766;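 active = inhibition above the mean over all tested compounds plus 3 SD, cut at about 4.2% in these data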;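 note: 0% = DAX1-transfected cells with DMSO and 100% = empty-vector control cells with DMSO; inhibition shows as a rise in luminescence from relieved DAX1 repression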
HGIII-sPLA2 inh = Blocks human group III sPLA2 activity. QFRET BODIPY PC-A2 liposome hydrolysis, fluorescence. inhibition, % at 12.2 µM. hit rate 0.56% among 370,000. AID 743126;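 active = inhibition above mean plus 3 SD of compounds lying within the high and low control bounds, cut at about 19% in these data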;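 note: 0% = median of test compound wells and 100% = no enzyme DMSO wells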
Starred values were filed as active, the others as inactive; . = not tested or not shown.

Order of values – ADAM10 inh	PLCg1 inh	FXN GAA850 act	ADAM17 inh	hcDAF-12 act	hgDAF12 agonist	ssDAF-12 act	PLC-beta3 inh	DAX1 inh-1	DAX1 inh-2	HGIII-sPLA2 inh
1) CCOc1c(Nc2cccc(Cl)c2)c(=O)c1=O
 : 0	-1	0.4	-3	2.4	3.5	-0.3	-9	0.2	0.4	-7
2) Cc1cc(=O)oc2cc(OC(C)C(=O)NCC3CCC(C(=O)O)CC3)c(Cl)cc12 (centres undefined)
 : -52	-3	1.5	-11	0.0	1.4	-0.9	0	1.0	1.7	-1
3) COC(=O)c1cc(OC)c(OC)cc1NC(=S)NC(=O)c1ccco1
 : -2	-5	-1.6	-3	-3.4	-4.8	-1.4	-9	-2.9	-1.1	14
4) COc1ccc(OC)c(CN2C(=O)CSCC2(C)C(=O)NCc2ccccc2)c1 (centres undefined)
 : 0	3	.	3	-2.5	-0.5	-0.8	12*	0.8	.	1
5) CCN(CC(=O)Nc1ccc2c(c1)OC(F)(F)O2)Cc1nc2ccccc2c(=O)[nH]1
 : 4	-1	1.5	-3	-0.7	0.2	-1.1	1	1.1	-0.1	2
6) COc1cc(O)ccc1/C=N/NC(=O)c1ccc([N+](=O)[O-])cc1
 : -1	5	-0.9	2	-1.2	-1.8	-1.4	5	-0.2	-0.4	0
7) O=C1[C@H](Cc2ccccc2)NCCCC[C@@H](c2ccc(Cl)cc2)N1Cc1ccc(Cl)cc1
 : 8	4	-7.4	3	-1.7	-0.3	-1.5	6	0.0	0.7	-8
8) CN1C(=O)C[C@@](C#N)(C(=O)NCc2ccc3c(c2)OCO3)[C@H]1c1ccccc1
 : 5	2	.	4	1.1	2.5	-0.4	2	1.8	.	1
9) COc1ccc(C(=O)C[n+]2ccc3c(c2)nnn3-c2ccccc2)cc1
 : 3	-18	0.8	-4	1.3	1.5	-0.8	-29	-0.3	-0.4	-42
10) O=C(/C=C/c1ccc(Cl)cc1Cl)N1CCc2ccccc21
 : -12	-2	2.8	-5	4.8	13*	-0.3	-4	1.7	-0.1	6
11) Cc1cc(C(=O)O)ccc1[N+](=O)[O-]
 : -3	1	3.5	-3	-1.2	-3.8	-1.3	1	0.7	0.8	-6
12) CCNC(=O)C1(C)CCCN(Cc2ccc(Oc3ccccc3)cc2)C1 (centres undefined)
 : 2	2	-1.8	-3	0.5	-1.3	-1.1	1	0.8	.	0
13) CCOC(=O)N1CCOCCOCCN(C(=O)OCC)CCOCC1
 : 1	1	-0.2	0	0.2	-0.2	-1.1	3	0.8	0.3	3
14) O=c1c2c(nc3c(-c4cccc(Br)c4)c[nH]n13)CCCC2
 : -5	-4	0.6	-5	0.1	-3.0	-0.2	-5	-0.6	1.4	3
15) CC(C)(C)CN1CCNC(=O)C1CC(=O)NCCc1ccccc1F (centres undefined)
 : -17	-16	0.0	-7	-0.7	3.5	-1.2	-24	0.1	-0.3	-2
16) CC(=O)NCc1nc2ccccc2n1Cc1ccccc1C
 : -11	-2	0.0	1	-0.4	-0.7	-0.9	-7	0.1	1.0	8
17) CCOc1ccc(NC(=O)CN(C)S(=O)(=O)c2cccs2)cc1
 : 3	2	1.3	1	1.0	5.3	-0.5	1	1.7	-0.9	1
18) CC(=O)Nc1cc2c(cc1Cl)Cc1cc(Cl)ccc1-2
 : -2	2	-0.4	-6	0.2	3.8	-0.1	-4	0.5	0.3	5
19) COc1ccc(NC2CCCN(C(=O)COc3ccc(Cl)cc3C)C2)cc1OC (centres undefined)
 : -6	-7	-0.3	-6	-2.1	-1.3	-0.8	-9	-1.2	-0.5	8
20) CCOC(=O)c1sc(Nc2ccc(OCC)cc2)nc1C
 : -7	-59	4.0	-3	-1.4	-1.4	-1.7	-76	-0.5	-0.3	-7
21) O=c1cc(CN2CC(O)Cc3ccc4ccccc4c32)nc2sccn12 (centres undefined)
 : -23	-15	1.7	-6	-1.5	-3.4	-1.6	-16	0.7	-1.5	-8
22) Cc1ccc(Nc2nnc(SCC(=O)NCc3ccco3)s2)cc1
 : -9	0	2.3	-1	0.3	3.7	-1.4	0	0.4	0.4	5
23) O=C(NCC1CCCCC1)c1csc([C@@H]2O[C@H](CO)[C@H](O)[C@H](O)[C@H]2O)n1
 : -11	-1	-0.8	-2	1.2	1.4	-1.0	-4	-1.1	.	-6
24) CCCCN1CCN(C2=NC(=O)N(c3ccc(Br)cc3)C(=O)C2)CC1
 : -34	-8	.	-5	0.9	-2.0	-0.9	-11	-0.3	.	10
25) COc1cc(/C=N/n2cnnc2-n2nc(C)cc2C)cc([N+](=O)[O-])c1O
 : 6	7	1.5	-2	-0.1	0.3	-0.7	-2	0.4	0.2	4
26) COC(=O)CCC[C@H]1CC2(C[C@H](CCCO[Si](C)(C)C(C)(C)C)N1C(=O)OC(C)(C)C)OCCO2
 : -9	-25	0.4	-4	-2.3	-0.3	-1.3	-2	-0.2	-0.6	4
27) O=C(NCCC1=CCCCC1)c1ccc(Cl)c(S(=O)(=O)Nc2ccccc2)c1
 : 0	5	-0.9	4	-2.7	-4.8	-2.0	0	-1.6	-3.3	-16
28) COc1ccc(C2CC(c3cccs3)=NN2C(=O)CCl)cc1OC (centres undefined)
 : -12	-6	-12	-1	-2.7	-2.9	-0.8	-15	-1.4	-2.2	-5
29) CCC(=O)c1c[nH]c(C(=O)NCc2cccc(C(F)(F)F)c2)c1
 : -1	2	-1.4	5	-2.1	-1.8	-0.9	0	-0.5	-1.9	2
30) CC(=O)N1CCC(C(=O)OCc2ccccc2F)(c2ccccc2)CC1
 : 5	0	-0.8	-1	0.4	0.0	-0.7	-6	0.1	0.1	4

Further entries
Order of values – ADAM10 inh	PLCg1 inh	FXN GAA850 act	ADAM17 inh	hcDAF-12 act	hgDAF12 agonist	ssDAF-12 act	PLC-beta3 inh	DAX1 inh-1	DAX1 inh-2	HGIII-sPLA2 inh
31) CCCCCn1c(CCNC(=O)c2cccs2)nc2ccccc21
 : 8	4	-0.5	0	-1.3	-4.0	-1.9	2	-0.9	-0.6	-4
32) CC(=O)Nc1ccc(NC(=O)C(C)Sc2nc3ccccc3c(=O)n2CC2CCCO2)cc1 (centres undefined)
 : -4	4	-1.0	-2	-1.3	-1.4	-1.2	1	-0.9	1.0	14
33) CC1(C(=O)NCc2ccccc2Br)CCN1C(=O)Cc1ccc(-c2ccccc2)cc1 (centres undefined)
 : 9	3	-1.2	4	-1.9	-2.1	-1.8	4	-1.7	.	-22
34) CCNc1nc(NCC)nc(Oc2ccc(OCC)nn2)n1
 : 3	2	2.5	-1	-0.8	0.1	-1.1	3	0.7	-0.6	3
35) C=C(CCO)C1=CCN(S(=O)C(C)(C)C)[C@H]1CCO (some centres undefined)
 : -28	-5	0.3	-7	-0.7	-2.7	-0.8	-6	0.1	3.5	7
36) O=C(Nc1cc2c3c(c1)CC(=O)N3CCC2)c1ccco1
 : -1	0	1.8	-3	-0.9	-0.5	-1.1	-1	2.2	0.7	5
37) CCC(CO)Oc1cc(NCc2ccc(F)cc2)c2ncn(C(C)C)c2c1 (centres undefined)
 : -21	-63	0.3	-14	-2.1	0.2	-1.4	-101	-0.5	0.0	-1
38) COc1ccc(N2CCN(CCCNC(=O)CCOC(C)(C)C)CC2)cc1
 : 1	3	.	0	-0.8	-1.0	-2.1	0	-0.7	.	-4
39) COc1ccc(N(Cc2cc(=O)[nH]c3ccccc23)C(=O)CCl)cc1
 : -16	0	-4.0	-2	-1.9	0.3	-1.3	-6	-1.0	-0.8	0
40) COc1ccc(Cl)cc1S(=O)(=O)NC(C)C(=O)NCc1ccccn1 (centres undefined)
 : 8	3	1.2	-4	-1.5	-0.6	-1.4	-10	0.2	-1.5	11
41) COCCCNC(=O)c1cn(C)c(=O)c2c1c1ccccc1n2C
 : -80	-129	1.1	-31	-1.5	3.9	-0.9	-165	0.1	0.3	-1
42) O=C(COC(=O)C1CCC(=O)N1)Nc1cccc([N+](=O)[O-])c1 (centres undefined)
 : -5	1	0.4	-9	1.1	0.0	-1.4	-5	2.3	0.6	6
43) O=C(CN1C(=O)S/C(=C\c2ccc(Cl)cc2)C1=O)NC1C=CS(=O)(=O)C1 (centres undefined)
 : -4	-2	3.9	0	-0.6	-0.1	-1.0	-8	-0.4	-0.1	3
44) CCNC(=O)C1(C)CCN(C(=O)c2ccc3c(c2)CCO3)C1 (centres undefined)
 : -6	1	3.1	-3	-0.4	0.2	-1.2	2	0.3	.	-3
45) COc1cccc(C(=O)Nc2ccccc2C(=O)NCC2CCCO2)c1 (centres undefined)
 : 7	2	0.3	2	-2.7	0.9	-1.1	-2	-2.0	-0.1	-6
46) Nn1c(SCC(=O)Nc2ccccc2C(F)(F)F)nncc1=O
 : -2	1	-2.1	0	-1.1	-2.0	-1.1	-2	0.5	0.3	-1
47) CCNc1nc(NC(C)C)nc(N(C#N)C(C)C(=O)N(CC)CC)n1 (centres undefined)
 : -6	-3	4.5	-7	0.2	0.0	-1.5	-2	-0.2	.	-4
48) O=C(c1cnccn1)N(Cc1cccs1)C1(C(=O)NC2CCCCC2)CCCCC1
 : -2	-1	5.2	-3	3.8	4.3	-0.5	-1	-0.8	0.3	13
49) Cc1cc(C)cc(OCC(=O)NNC(=O)c2cc3ccccc3oc2=O)c1
 : -2	2	0.5	-8	-0.5	2.7	-0.6	-1	0.3	1.0	-5
50) COc1ccc(NC(=O)c2ccc(NC(=O)C3COc4ccccc4O3)cc2)c(OC)c1 (centres undefined)
 : -3	0	1.1	1	-0.6	-0.1	-0.6	-4	-0.8	1.5	5
51) CC1(C)Cc2cccc(OCC(=O)Nc3ccc(S(N)(=O)=O)cc3)c2O1
 : 10	3	0.5	-2	-1.1	-1.8	-1.1	2	1.1	0.3	-2
52) O=C(NCc1ccccc1)C(c1cccs1)N(Cc1cccs1)C(=O)c1cnccn1 (centres undefined)
 : 4	-1	2.6	-4	-1.3	-4.2	-1.2	2	-0.2	-1.1	0
53) CCOCCCN1CN(S(=O)(=O)c2ccc(Cl)cc2)c2nc3ccccc3nc21
 : -160	-30	1.7	-48	-1.5	-0.1	-1.4	-33	-0.4	2.0	-16
54) Cc1c(C(=O)NC(=S)Nc2ccccc2N2CCCC2)cccc1[N+](=O)[O-]
 : -2	-11	3.2	0	-1.1	-1.0	-0.9	-12	-0.7	-0.7	2
55) Cc1sc2nc(SCC(=O)N(CCO)CCO)n(C3CCCCC3)c(=O)c2c1C
 : -4	5	-0.7	3	-1.6	0.2	-1.2	3	0.1	-0.5	3
56) CCCN(Cc1cc2cc(C)ccc2[nH]c1=O)C(=O)c1cccc(OC)c1
 : -21	-2	-1.6	-8	-2.2	-4.0	-1.7	-6	-0.4	-1.4	-7
57) CC(=O)NC(c1ccccc1)c1nc(-c2ccccc2)cs1 (centres undefined)
 : -12	-1	0.1	-3	-1.3	3.6	-0.4	2	-0.2	.	1
58) CCSc1nc2c(c(=O)[nH]1)C(c1ccncc1)C(C(=O)OC)=C(C)N2 (centres undefined)
 : -10	-4	-0.6	-6	-1.4	-1.7	-1.0	-7	-0.9	0.2	-1

High-throughput results: PubChem, The Scripps Research Institute Molecular Screening Center
